Bioassay records deposited in PubChem BioAssay by National Center for Advancing Translational Sciences (NCATS).
Apoferritin bind: binds horse apoferritin like a general anesthetic | P02791 | apoferritin/1-aminoanthracene competitive binding, fluorescence | Potency, µM (highest dose often 77.5 µM), for inactives: top-dose activity change, negative = displacement, actives largely listed as inhibitors | hit rate 0.074% among 350,000; also: potency is read from the fitted curve at half-maximal effect; % is scaled to controls: 0 for no effect and ±100 for the full control effect; nearly all actives have a fitted effect of over 20% in size
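Horse-spleen apoferritin (10 uM) was mixed with 50% saturated 1-aminoanthracene in PBS, exposed to compounds for 10 min at room temperature, and read for fluorescence (ex 380 nm, em 535 nm). Competitive displacement was fitted with a four-parameter Hill equation.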
POLK inh: DNA polymerase kappa (human) inhibition. Q9UBT6. purified Pol kappa, fluorescent DNA synthesis assay, 10 min. Potency, µM (top dose mostly 107 µM), for the others: at the top dose activity, negative = inhibition, actives largely listed as inhibitors. hit rate 0.53% among 400,000; also: potency is read from the fitted curve at half-maximal effect; % is scaled to controls: 0 for no effect and ±100 for the full control effect
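Activity was followed as the change in fluorescence between reads at 0 and 10 min after starting the reaction with 50 nM substrate. Beforehand, 10 nM polymerase had been preincubated with compound for 15 min at room temperature.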
Pol iota inh: DNA polymerase iota (human) inhibition; hit rate 1% among 390,000; Q9UNA4; AID 588590; Potency, µM (doses to about 115 µM), without a hit: at the top dose activity, negative = inhibition, usual class: inhibitors; Pol iota fluorescent replication assay, 10 min; also: potency is read from the fitted curve at half-maximal effect
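Pol iota at 10 nM preincubated 15 min with compounds at room temperature; reaction started with fluorescent substrate, 50 nM final. Fluorescence read kinetically at 0 and 10 min; buffer-only wells as negative control.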
BLM helicase inh: inhibitors of human Bloom syndrome helicase BLM; recombinant BLM DNA unwinding, fluorescence dequenching; Potency, µM (doses to about 56.1 µM), for inactives: at the highest dose activity change, negative = inhibition, hits mostly inhibitors; hit rate 0.2% among 350,000; AID 2528;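 also: potency is read from the fitted curve at half-maximal effect; plate controls were vehicle for no effect and no enzyme for full effect; nearly all actives have a fitted effect of over 35% in size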
Pol beta inh: inhibitors of human DNA polymerase beta. Potency, µM (doses to about 114 µM), for the others: top-dose activity change, negative = inhibition, hits mostly inhibitors. AID 485314. hit rate 1.3% among 340,000. Pol beta primer extension/strand displacement, fluorescence kinetic. P06746; also: potency is read from the fitted curve at half-maximal effect; % is scaled to controls: 0 for no effect and ±100 for the full control effect
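Enzyme-only controls used 10 nM Pol beta; buffer lacking enzyme served as negative control. Compound preincubated 15 min, then 50 nM substrate added; 0 and 10 min reads at room temperature.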
APEX1 inh: APE1 (human) endonuclease inhibition; recombinant APE1, TAMRA/BHQ-2 abasic DNA cleavage fluorescence; hit rate 0.35% among 350,000; AID 2517; Potency, µM (series often up to 65.8 µM), for inactives: at the top dose activity change, negative = inhibition, actives largely listed as inhibitors; P27695;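 also: potency is read from the fitted curve at half-maximal effect; plate controls were vehicle for no effect and reference inhibitor for full effect; nearly all actives have a fitted effect of over 55% in size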
Target sequence (P27695 whole entry, looked up): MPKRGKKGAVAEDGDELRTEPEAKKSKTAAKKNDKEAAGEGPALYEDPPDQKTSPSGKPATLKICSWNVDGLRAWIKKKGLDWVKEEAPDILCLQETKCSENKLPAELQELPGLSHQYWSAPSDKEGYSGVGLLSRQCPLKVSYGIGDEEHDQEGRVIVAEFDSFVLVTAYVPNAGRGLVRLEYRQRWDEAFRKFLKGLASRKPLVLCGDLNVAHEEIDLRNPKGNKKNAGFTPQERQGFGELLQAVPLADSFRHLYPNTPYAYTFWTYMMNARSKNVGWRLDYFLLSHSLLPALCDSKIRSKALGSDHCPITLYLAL
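Step 1: APE1 (0.75 nM) with compound, 15 min RT. Step 2: add 50 nM fluorophore/quencher THF duplex. Step 3: three fluorescence reads 60 s apart (525/598 nm); read 3 minus read 1 = reaction progress.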
POLH inh: inhibitors of human DNA polymerase eta | Q9Y253 | recombinant Pol eta, fluorescent DNA replication assay | Potency, µM (series often up to 114 µM), without a hit: at the top dose activity change, negative = inhibition, hits mostly inhibitors | hit rate 1.2% among 390,000; also: potency is read from the fitted curve at half-maximal effect; % is scaled to controls: 0 for no effect and ±100 for the full control effect
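Pol eta at 10 nM preincubated with compounds 15 min at room temperature; reaction started with fluorescent substrate (50 nM final) and read kinetically at 0 and 10 min.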
RXFP1 antagonist: RXFP1 (human) relaxin receptor antagonism; Q9HBX9; HEK293-RXFP1, relaxin-stimulated cAMP HTRF, 30 min; stronger effect = lower value; activity change, negative = inhibition, % at 57.5 µM; hit rate 0.59% among 350,000; AID 1259400;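 active = activity change of -60% or lower, but not beyond a set lower limit; inconclusive = change between -60% and -40%, or beyond the set limit; inactive = change above -40%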; also: % is scaled to controls: 0 for no effect and ±100 for the full control effect
Target sequence (Q9HBX9 whole entry, looked up): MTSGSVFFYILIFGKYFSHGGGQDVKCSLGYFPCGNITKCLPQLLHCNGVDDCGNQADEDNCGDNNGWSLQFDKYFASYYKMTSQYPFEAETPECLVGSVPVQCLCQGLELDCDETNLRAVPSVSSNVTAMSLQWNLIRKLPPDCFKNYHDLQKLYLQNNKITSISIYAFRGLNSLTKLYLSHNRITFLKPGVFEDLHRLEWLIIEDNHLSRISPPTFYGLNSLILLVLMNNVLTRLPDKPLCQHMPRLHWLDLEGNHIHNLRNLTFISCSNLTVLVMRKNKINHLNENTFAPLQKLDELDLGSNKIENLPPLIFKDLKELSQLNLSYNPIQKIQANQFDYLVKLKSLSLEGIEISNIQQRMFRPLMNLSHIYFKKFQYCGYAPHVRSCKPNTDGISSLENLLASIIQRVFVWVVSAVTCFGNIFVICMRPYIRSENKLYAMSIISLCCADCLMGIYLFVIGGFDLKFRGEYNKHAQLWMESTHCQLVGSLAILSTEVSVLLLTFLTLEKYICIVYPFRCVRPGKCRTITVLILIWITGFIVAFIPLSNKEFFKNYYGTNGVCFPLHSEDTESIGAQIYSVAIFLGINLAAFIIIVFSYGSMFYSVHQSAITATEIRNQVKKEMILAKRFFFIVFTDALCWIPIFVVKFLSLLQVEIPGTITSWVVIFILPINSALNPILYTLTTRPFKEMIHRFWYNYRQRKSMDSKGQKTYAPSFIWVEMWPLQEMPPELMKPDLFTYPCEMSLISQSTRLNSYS
Tb PGK inh: inhibitors of T. brucei phosphoglycerate kinase | PGK/GAPDH coupled, Kinase-Glo luminescence, 60 min | Potency, µM (series often up to 57.5 µM), inactives show at the top dose activity change, negative = inhibition, usual class: inhibitors | hit rate 0.043% among 380,000 | AID 602233; also: potency is read from the fitted curve at half-maximal effect; % is scaled to controls: 0 for no effect and ±100 for the full control effect; nearly all actives have a fitted effect of over 60% in size
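Recombinant glycosomal PGK reaction used 1,3-bisphosphoglycerate generated in-well by GAPDH (100nM final) in 100mM TEA pH 7.6, 5mM MgCl2, 0.01% Tween-20. After 60 minutes at room temperature, ATP was read by Kinase-Glo Plus luminescence end-point.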
An asterisk follows results filed as active; i = inactive; ? = inconclusive; . = not tested or not shown; [ ] = remark or other dose. Unless noted, calls follow the shape of the dose curve; as a rule, active = well fitted curve in the direction sought with a large enough effect; inconclusive = small, poorly fitted or top-dose-only effect, or another doubt; inactive = no such curve, though single readings can be large; an effect the other way counts as inactive or inconclusive. An excerpt; count on the stated rates, not on these rows.

SMILES	Apoferritin bind	POLK inh	Pol iota inh	BLM helicase inh	Pol beta inh	APEX1 inh	POLH inh	RXFP1 antagonist	Tb PGK inh
CC(C)(C)NC(=O)C(c1ccc(O)cc1)N(Cc1ccco1)C(=O)CCC(=O)Nc1ccccn1 (stereo not given)	-12%	7%	-17%	0%	23%	32%	-15%	-5	i
CCCCN1CCC(n2c(=O)[nH]c3ccccc32)CC1	.	-8%[60.1 µM]	8%[58.9 µM]	.	12%[57.1 µM]	2%	-4%[57.1 µM]	.	.
COc1ccc(-n2nnc(-c3nc(-c4ccc5c(c4)OCO5)no3)c2C)cc1Cl	14%	5%	28%	1%	8%	.	.	-10	.
CCOc1ccc(N2C(=O)/C(=C/c3cc(OC)c(OC)c(OC)c3)N(CC(=O)OC)C2=S)cc1	-21%	-12%	19%	-14%	13%	-5%	-15%	0	3%
COc1cc(C(C[N+](=O)[O-])c2c(N)n(C)c(=O)n(C)c2=O)ccc1O (stereo not given)	-5%	-16%	114%[activator]	-3%	0%	2%	-6%	-5	9%
NS(=O)(=O)c1ccc(NC(=O)COC(=O)COc2cccc(C(F)(F)F)c2)cc1	?	5%	0%	-7%	-7%	2%	-1%	-8	-8%
Cc1cccc(OCCCOc2cccc3cccnc23)c1C	?	-13%	10%	-12%	7%	-3%	-20%	-28	10%
O=c1cc(CN2CCCc3ccccc32)nc2sccn12	-1%	-19%	?	-10%	27%	5%	?	6	1%
Cc1csc(=O)n1CCC(=O)OCC(=O)Nc1cccc(C#N)c1	.	0%	37%[activator]	.	.	4%	-11%	2	-1%
O=C1CCCC2=C1C(c1ccccc1)NC(=S)N2 (stereo not given)	-1%	-10%	42%[activator]	3%	-6%	-2%	-2%	4	-5%
COc1ccc(CNC(=O)c2cccc(N(C)C)c2)cc1	-10%	14%	-17%	-3%	3%	-1%	-7%	-1	-3%
O=S1(=O)CCN(Cc2cccc(Cl)c2)CC1	-17%	-5%	7%	-2%	3%	-5%	1%	-4	-9%
CCc1ccccc1NC(=O)CSc1nnc([C@@H](NC(=O)OC(C)(C)C)C(C)CC)o1 (stereo not given in full)	?	-18%	6%	-5%	-2%	6%	-7%	12	-5%
COC(=O)C1=C(C)N(C)C(=O)NC1c1ccsc1 (stereo not given)	-6%	-1%	-11%	-5%	56%	0%	-4%	-3	.
COc1ccc(-c2cc(C(=O)N(C)Cc3ccccc3)no2)cc1OC	-20%	-5%	9%	-6%	18%	-3%	-12%	-12	-2%
CCOC(=O)c1c(S(=O)(=O)NCC(=O)Nc2ccc(C)c(N(C)C)c2)c(C)n(C)c1C	3%	-6%[60.1 µM]	14%	2%	3%	.	4%	1	0%
CNC(=S)N/N=C(\C)c1ccccc1	0%	-4%	33%[activator]	-1%	3%	-11%	-16%	-3	-3%
COc1cc(-c2nnc(SC/C=C/c3ccccc3)n2N)cc(OC)c1OC	-15%	-1%	?	-6%	-12%	0%	-19%	-5	-8%
Cc1nc2c(C(=O)NCCc3ccc(Cl)cc3)cnn2c(C)c1Cc1c(F)cccc1Cl	-2%	-2%[60.1 µM]	12%	-2%	12%	.	12%	-21	-7%
CC1(C)CC(=O)C(=Cc2cn(-c3ccccc3)nc2-c2ccccc2)C(=O)C1	.	2%	21%	.	.	.	-20%	-4	-2%
CCOC(=O)c1csc(COc2ccc(OC)cc2)n1	-12%	-16%	44%[activator]	-1%	0%	20%	-2%	-4	2%
COc1ccc(S(=O)(=O)NCCc2csc3nc(-c4cccc(C)c4)nn23)cc1F	-8%	-13%[60.1 µM]	10%	-2%	21%	.	-15%	-29	2%
O=C(Nc1ccc(OC(F)F)cc1)c1cc[n+]([O-])cc1	-8%	-2%	-5%	-3%	-2%	45%[activator]	6%	1	-7%
Nc1nnc(-c2ccco2)s1	-5%	-6%	-19%	4%	-12%	?	-3%	-3	-7%
CN1CCN(c2nc3c(c(=O)[nH]c(=O)n3C)n2Cc2cccc(Br)c2)CC1	-13%	4%	37%[activator]	-6%	10%	16%	-4%	-3	-5%
COc1ccc(CCCc2nc3ccccc3[nH]2)cc1	-8%	-9%	44%[activator]	1%	2%	-6%	-1%	-8	2%
CN(C(=O)Cc1ccccc1OC(=O)c1ccccc1)c1ccccc1I	-13%	-10%	10%	-3%	.	2%	.	.	.
O=C(CNC(=O)c1ccco1)NCC(=O)OCc1ccccc1Cl	-8%	7%	18%	-4%	2%	-16%	-1%	-16	1%
COc1cccc(/C=N/NC(=O)CC(C)O)c1OC/C=C/c1ccccc1 (stereo not given)	-12%	-9%	58%[activator]	-3%	9%	21%	-10%	-6	-2%
C/C(=N\NS(=O)(=O)c1cccc([N+](=O)[O-])c1)c1cccnc1	-15%	0%	86%[activator]	-3%	-1%	-4%	-19%	-2	6%
O=c1nc2n(c3ncccc13)CCC2	-5%	-13%	34%[activator]	0%	8%	?	-6%	1	i
ON(CCc1ccncc1)Cc1ccccc1	.	-4%	14%	.	.	.	3%	16	-5%
Clc1cccc(-c2nc3ccccn3c2Nc2ccc3c(c2)OCCO3)c1	115%[activator]	-4%	-4%	-16%	1%	.	-30%	20	15%
Cc1cc(C(=O)Nc2sc3c(c2C#N)CCC(C)C3)cs1 (stereo not given)	-3%	-13%	9%	0%	35%	23%	2%	5	-9%
COc1cccc(/C=C/C(=O)NNC(=O)c2ccncc2)c1OC	.	8%	-4%	.	.	-2%	-3%	1	-14%
CCOC(=O)c1ccccc1NC(=O)c1c(-c2ccccc2)noc1C	-1%	-16%[60.1 µM]	-12%	-9%	7%	.	-15%	-15	6%
CC1Nc2ccccc2C(=O)N1NS(=O)(=O)c1ccccc1 (stereo not given)	5%	-10%	2%	3%	-2%	3%	-19%	-6	7%
Cc1ccc(N(CC(=O)Nc2ccc3c(c2)OCCO3)S(C)(=O)=O)cc1	-11%	-1%	-3%	0%	0%	5%	-14%	-6	-9%
CCOC(=O)c1ccc(N2NC(=O)/C(=C/c3ccc(OC(=O)c4ccco4)c(OC)c3)C2=O)cc1	-22%	.	.	-8%	?	-4%	.	.	.
CC(C)[C@H](NC(=O)c1ccccc1)C(=O)OCC(=O)NCc1ccc2c(c1)OCO2	.	-16%	46%[activator]	.	.	11%	2%	0	-6%
COC(=O)c1ccc(CN2CCC(CO)(CCOc3ccccc3)CC2)cc1	-11%	1%	28%	-3%	11%	0%	-22%	-4	-6%
CC(=O)Nc1cc(Br)ccc1O	-4%	-11%	18%	2%	49%	1%	-18%	0	-3%
Clc1ccc(Cn2cccn2)cn1	-3%	-1%	89%[activator]	-3%	23%	2%	-20%	-12	0%
CCOC(=O)CNC(=O)N1[C@H](c2cccs2)[C@@H](C)C(=O)[C@@H](C)[C@@H]1c1cccs1	5%	-17%	23%	1%	1%	.	-12%	5	i
O=C(CCCCC(=O)Nc1ccc(F)cc1F)Nc1ccc(F)cc1F	.	-4%	145%[activator]	.	.	.	-12%	-10	i
COc1ccccc1C(=O)NC(=O)COC(=O)CCS(=O)(=O)c1ccc(C)cc1	.	-20%	0%	.	.	20%	-2%	.	8%
CCc1nnc(NS(=O)(=O)c2ccc(NC(=O)Nc3ccc(OC)cc3)cc2)s1	-2%	-8%	24%	2%	12%	-2%	1%	-4	-6%
O=C(C1CCCCC1)N(Cc1cccnc1)c1nc2c(F)cccc2s1	38%[activator]	-15%[60.1 µM]	4%	-2%	-26%	.	-23%	-72*	9%
CC(=O)c1c[nH]c(C(=O)NCc2cccc(C(F)(F)F)c2)c1	3%	-5%	3%	0%	6%	58%[activator]	-8%	4	4%
Cc1ccc2cc(C#N)c(N3CCCN(C(=O)c4cnccn4)CC3)nc2c1	-3%	-4%	14%	-4%	2%	12%	-14%	-11	-4%

Quoted at random: 3 entries already listed.
SMILES	Apoferritin bind	POLK inh	Pol iota inh	BLM helicase inh	Pol beta inh	APEX1 inh	POLH inh	RXFP1 antagonist	Tb PGK inh
CC(=O)Nc1cc(Br)ccc1O	-4%	-11%	18%	2%	49%	1%	-18%	0	-3%
CCc1nnc(NS(=O)(=O)c2ccc(NC(=O)Nc3ccc(OC)cc3)cc2)s1	-2%	-8%	24%	2%	12%	-2%	1%	-4	-6%
O=C(C1CCCCC1)N(Cc1cccnc1)c1nc2c(F)cccc2s1	38%[activator]	-15%[60.1 µM]	4%	-2%	-26%	.	-23%	-72*	9%

Continuation:
SMILES	Apoferritin bind	POLK inh	Pol iota inh	BLM helicase inh	Pol beta inh	APEX1 inh	POLH inh	RXFP1 antagonist	Tb PGK inh
N#CCCn1c(O)c(N=NC(=O)CNC(=O)c2cccs2)c2ccccc21	5%	-23%	34%[activator]	-4%	-1%	5%	-5%	-11	i
Cc1nc(C(=O)N(C)C)nn1-c1ccc([N+](=O)[O-])cc1	-3%	-16%	17%	0%	2%	-4%	-7%	15	0%
CCOC(=O)c1cccc(Nc2ncnc3ccccc23)c1	-9%	-2%	-7%	2%	?	2%	-15%	-6	-8%
O=C(N/N=C/C=C/c1ccccc1)c1ccc(Br)cc1	-8%	-19%	85%[activator]	0%	0%	2%	-7%	23	-4%
Clc1ccc(N/N=C/c2ccncc2)cc1Cl	4%	1%	-6%	-3%	?	-4%	?	10	-6%
Fc1ccc(/C=N/NC(=S)Nc2cccnc2)cc1F	2%	-5%	9%	1%	0%	-5%	8%	6	-4%
COc1nc(Oc2ccc(/C=N/O)cc2)nc(N(C)C)n1	-8%	-7%	9%	-1%	0%	16%	-4%	18	.
O=C(Nc1nc2ccccc2s1)Nc1ccc([N+](=O)[O-])cc1Cl	3%	.	.	-2%	3%	-5%	.	.	.
CC(=O)c1cccc(NC(=O)CSc2nc(N3CCOCC3)nc(N3CCOCC3)n2)c1	-5%	-4%	10%	1%	2%	18%	-9%	-21	0%
CCOc1cc(/C=C(\C#N)C(=O)NCC2CCCO2)ccc1OCC(N)=O (stereo not given)	-2%	5%	-19%	0%	-1%	7%	-1%	-7	-9%
CCC1CCCCN1CC(O)COCc1cccc(OC)c1 (stereo not given)	-10%	-4%	17%	-3%	1%	33%	-1%	-2	-2%
